# Source: PubChem (several laboratories)
# STK33 inh: inhibitors of human STK33 kinase | purified STK33, MBP phosphorylation, ADP-Glo luminescence | Q9BYT3 | 0.073% of 320,000 active | inhibition, % at 10 µM;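 active = inhibition at or above 25%, using the most active replicate where run in duplicate; inactive = inhibition below 25%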
# Target sequence (Q9BYT3 whole entry, looked up): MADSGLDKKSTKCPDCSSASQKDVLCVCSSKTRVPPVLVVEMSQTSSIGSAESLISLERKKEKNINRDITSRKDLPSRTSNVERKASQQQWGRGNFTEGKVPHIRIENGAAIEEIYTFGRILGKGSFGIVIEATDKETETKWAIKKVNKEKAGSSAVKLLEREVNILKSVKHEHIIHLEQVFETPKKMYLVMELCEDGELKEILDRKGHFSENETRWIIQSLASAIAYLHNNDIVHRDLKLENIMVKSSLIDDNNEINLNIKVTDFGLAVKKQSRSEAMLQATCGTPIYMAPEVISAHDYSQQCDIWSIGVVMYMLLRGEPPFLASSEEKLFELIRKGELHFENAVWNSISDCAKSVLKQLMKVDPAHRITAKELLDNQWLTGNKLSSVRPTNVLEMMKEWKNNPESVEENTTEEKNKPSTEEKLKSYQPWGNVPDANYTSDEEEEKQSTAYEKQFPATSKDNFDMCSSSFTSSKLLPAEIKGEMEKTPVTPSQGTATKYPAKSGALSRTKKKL
# Kir21 inh: Kir2.1 (mouse) channel inhibition; P35561; HEK293-Kir2.1, FluxOR thallium flux fluorescence; active compounds read low; B-score at 10 µM; 0.85% of 310,000 active; AID 1672;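 active = fluorescence ratio B-score at or below minus 3 SD of library scores, with starting-brightness B-score within 2 SD, cut at about -4.2 in these data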;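 also: channel flux triggered by added potassium and thallium sulfate stimulus; B-score of peak minus minimum fluorescence over baseline after thallium stimulus; more negative B-score means stronger Kir2.1 block with less thallium influx; some compounds called inactive have numbers as strong as hits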
# Target sequence (P35561 whole entry, looked up): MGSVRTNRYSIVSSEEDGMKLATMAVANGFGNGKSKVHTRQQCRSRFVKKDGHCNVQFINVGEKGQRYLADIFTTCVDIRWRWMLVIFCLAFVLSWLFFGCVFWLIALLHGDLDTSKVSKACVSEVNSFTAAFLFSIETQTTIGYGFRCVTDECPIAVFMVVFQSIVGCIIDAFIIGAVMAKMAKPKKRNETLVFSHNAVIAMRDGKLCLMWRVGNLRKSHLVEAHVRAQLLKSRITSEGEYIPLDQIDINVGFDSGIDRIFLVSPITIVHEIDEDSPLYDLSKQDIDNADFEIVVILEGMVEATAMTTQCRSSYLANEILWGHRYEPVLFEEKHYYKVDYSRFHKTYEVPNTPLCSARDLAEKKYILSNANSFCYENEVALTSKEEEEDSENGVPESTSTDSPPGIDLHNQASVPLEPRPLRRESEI
# Active calls of the source: *; · = no result given; & = joins results of further samples. Not a hit list; any-hit rate near 0.84%.
STK33 inh	Kir21 inh	Structure
-0.8	0.39	CCn1cc(C(=O)N[C@H](C(=O)NC(C)(C)CO)C(C)C)c(=O)c2cc3c(cc21)OCO3
-0.8	-0.99	COc1ccc(O)c(C(=O)c2cc(C#N)c(=O)n(CCN3CCOCC3)c2)c1
-0.8	-0.09	COC(=O)NC(=S)Nc1ccc(Oc2ccc(Cl)cc2Cl)c(Cl)c1
0.5	0.24	COC(=O)c1cccc(NC(=O)CSc2nnc(C3CC3)n2C)c1
0.2	0.03	COC(=O)C(C)Sc1nc2c(cnn2-c2ccccc2)c(=O)[nH]1 (stereo not drawn)
-0.3	-1.1	CSc1cccc(N2CC(C(=O)NCCC3=CCCCC3)CC2=O)c1 (stereo not drawn)
0.3	-0.02	O=C(COC(=O)c1cccc(S(=O)(=O)N2CCOCC2)c1)NCCc1ccccc1
0.5	·	COc1ccc(S(=O)(=O)N2CCN(CC(=O)Nc3cc(Cl)ccc3Cl)CC2)cc1
-1.2	-1.01	CCOC(=O)Cn1nc(C)c(NC(=O)CCc2ccc(OC)cc2)c1C
-1.6	-1.35	C[n+]1ccn(CC(=O)c2ccc(Cl)cc2)c1
-0.3	0.16	Brc1ccccc1OCCN1CCOCC1
-1.0	-0.03	CCOC(=O)C1(Cc2cccc(OC)c2)CCN(Cc2cccc(OC)c2O)CC1
-1.3	0.02	Cc1oc(S(=O)(=O)N2CCOCC2)cc1C(=O)Nc1ccc(F)cc1
-0.5	-0.67	Cc1cc(C)n(C(=O)C2CCCN2S(=O)(=O)c2ccc(Cl)cc2)n1 (stereo not drawn)
0.1	-0.81	Cc1ccc(CNC(=O)c2ccc(N3CCC4(CC3)CC(c3cccc(Br)c3)=NO4)c(NC(=O)c3ccccc3)c2)cc1
-2.5&-0.7	·	CC(C)CC(=O)C(=O)O
-1.0	0.1	CCOC(=O)N1CCN(C(=O)CCCn2c(=S)[nH]c3ccccc3c2=O)CC1
0.9	0.23	O=C(CN1C(=O)C2CCCCC2C1=O)Nc1cc(C(F)(F)F)ccc1N1CCCC1 (stereo not drawn)
-1.6	-1.83	Cc1ccccc1-c1c(C)oc2cc(O)ccc2c1=O
-0.2	-2.47	Cc1cccc(NC(=O)CN2C(=O)N/C(=C/c3cc(C)n(-c4cccnc4)c3C)C2=O)c1
1.9	-0.09	CC(O)CN(Cc1ccc(Cl)cc1)CC(C)O (stereo not drawn)
0.1	·	CSCCC(NC(=O)c1cccc(S(=O)(=O)N2CCOCC2)c1)c1nc2ccccc2[nH]1 (stereo not drawn)
6.9	·	CCn1nc(C(=O)N2CCc3ccccc32)c2ccccc2c1=O
1.9	-0.07	CCCn1c(-c2ccc[nH]c2=O)nc2cc(C)c(C)cc21
-1.2	-0.36	COc1ccccc1CN1C(=O)[C@@H]2Cc3c([nH]c4ccccc34)C(C)(C)N2C1=O
-1.0	1.39	Cc1cccc(NC(=O)CCN2CCN(C)CC2)c1
-2.0	0.29	COC(=O)c1cc(NC(=O)CC2C(=O)NCCN2C(=O)c2ccc(F)cc2)cc(C(=O)OC)c1 (stereo not drawn)
-0.5	0.33	COc1ccc(/C=N/Nc2nonc2N)cc1OC
-0.3	0.07	Cc1ccc(S(=O)(=O)N2CCN(C(=O)CC(C)C)CC2)cc1
-1.5	-1.25	COc1ccc(C(=O)Nc2ccc(S(=O)(=O)N3CCCC3)cc2)cc1[N+](=O)[O-]

# As entered above.
# COc1ccc(/C=N/Nc2nonc2N)cc1OC in Kir21 inh has 0.33
# CCOC(=O)C1(Cc2cccc(OC)c2)CCN(Cc2cccc(OC)c2O)CC1 in STK33 inh has -1.0

# New compounds follow.
STK33 inh	Kir21 inh	Structure
-0.7	·	O=C(COc1ccccc1)OCC(=O)c1ccc(S(=O)(=O)N2CCCCC2)cc1
-0.7	-0.83	CCOP(=O)(OCC)/C(=N/OC(=O)c1ccc(Cl)cc1Cl)C(N)=O
0.5	1.11	COc1ccc(NC(=O)Cn2nnc(C(=O)NCc3cccs3)c2N)c(OC)c1
2.8	0.64	Nc1c(C(=O)N2CCOCC2)oc2ccccc12
-0.7	-0.03	CCOP(=O)(OCC)C(C)(C)NC(=O)Nc1ccc(Cl)c(Cl)c1
1.3	-1.02	Cc1cccc(C)c1NC(=S)N/N=C/c1ccc(C(=O)O)cc1
1.3	-0.32	O=C(Nc1cccc(Br)c1)c1ccc2snnc2c1
0.4	0.34	O=C(COc1cccnc1[N+](=O)[O-])N1CCc2ccccc2C1
0.7	-0.15	Cc1ccnc(NC(=O)c2cc3cc(F)ccc3s2)c1
-1.8	1.49	COc1ccccc1/C=C1\SC(=S)N(CCC(=O)NNC(=O)c2ccccc2O)C1=O
0.7	-0.11	O=S(=O)(c1ccc(Br)cc1)N1CCC(c2nc3ccccc3[nH]2)CC1
-1.5	-1.35	Nc1nc(Br)c2c(F)cccc2c1-c1ccc(F)cc1
-0.7	-0.01	COC(=O)c1ccccc1NC(=O)c1ccc(-c2ccc(Br)cc2)o1
-2.4	-0.05	CCN(NC(=O)C(O)(c1ccc(F)cc1)c1ccc(F)cc1)C(=O)c1ccccc1
0.4	0.1	CNC(=S)N(Cc1cc2cc(OC)c(OC)cc2[nH]c1=O)C1CCCC1
-2.1	-0.49	C#CCOCCOCCOCCNc1nc(N2CCN(C(=O)[C@H]([C@@H](C)CC)n3cc([C@@H](N)Cc4ccc(O)cc4)nn3)CC2)nc(N2CCN(C(=O)[C@H]([C@@H](C)CC)n3cc([C@@H](N)Cc4ccc(O)cc4)nn3)CC2)n1
-0.4	·	COC(=O)c1sc(S(=O)(=O)N2CCN(c3ccccc3F)CC2)c(C(=O)OC)c1C
0.2	0.68	COc1ccccc1OCc1ccc(C(=O)N2CCN3CCCC3C2)cc1 (stereo not drawn)
0.0	-0.02	COc1ccc(NC(=O)COC(=O)c2ccccc2SCC(=O)N2CCCC2)cc1
-1.2	1.02	CCCCN1CC(C(=O)NCc2ccc(C)cc2)CC1=O (stereo not drawn)
-0.6	0.53	CN(C)S(=O)(=O)c1ccc(Cl)c(C(=O)NCc2ccco2)c1
-0.3	-5.47*	CCOC(=O)c1sc(NC(=O)CCN2CCN(C)CC2)c(C(=O)OCC)c1C
-1.6	-1.57	Cc1ccc(S(=O)(=O)N2CCOCC2)cc1NC(=O)CNC1CCCC1
0.7	-0.14	Cc1c(C(=O)/C=C/N(C)C)nnn1-c1ccc(Cl)c(Cl)c1
0.7	-1.67	COc1cccc(CC(NC(C)=O)C(=O)NC2CCN(S(=O)(=O)c3ccc(NC(C)=O)cc3)CC2)c1OC (stereo not drawn)
-5.5	1.32	COc1ccc(/C=C\c2nc(O)c([N+](=O)[O-])c(=O)[nH]2)cc1O
-1.7	-1.73	NCCCCCc1nnc(SCc2ccc(Cl)cc2Cl)o1
-1.7	0.74	COc1cccc(C(=O)N(Cc2cccs2)C2CCS(=O)(=O)C2)c1 (stereo not drawn)
0.9	0.02	Cn1nnc(NC(=S)NC(=O)c2ccco2)n1
-0.6	-1.22	Cc1nc2ccc3nc(NC(=O)C4COc5ccccc5O4)sc3c2s1 (stereo not drawn)

# Grouped by structure: those above containing a COOH group.
STK33 inh	Kir21 inh	Structure
-2.5&-0.7	·	CC(C)CC(=O)C(=O)O
1.3	-1.02	Cc1cccc(C)c1NC(=S)N/N=C/c1ccc(C(=O)O)cc1

# Further records:
STK33 inh	Kir21 inh	Structure
-0.4	0.05	CCOC(=O)c1cc(CC)sc1/N=C/c1c(O)ccc2ccccc12
-0.5	-1.04	O=C(CSc1nnc(C2CC2)n1CC1CCCO1)Nc1ccccc1Cl (stereo not drawn)
0.3	0.67	C=CCOc1c2ccc(C(=O)N(CC)c3ccc(OC)cc3)cc2nn1C
0.6	·	N#Cc1ccc(OCC(=O)NCC2COc3ccccc3O2)cc1 (stereo not drawn)
-0.7	-0.01	CCOC(=O)c1sc(NC(=O)CN2CC(C)OC(C)C2)nc1C (stereo not drawn)
6.8	1.21	O=C(NCc1ccco1)c1ccc(=O)[nH]n1
-0.6	1.31	Cc1ccc(S(=O)(=O)CCSc2ccc(C(F)(F)F)cn2)cc1
-1.4	1.14	COc1ccccc1C(=O)Nc1ccccc1C(=O)NC1CCCCC1
-1.0	0.02	O=C1CC(C(=O)Nc2nccs2)C(c2ccccc2)O1 (stereo not drawn)
-0.6	-0.89	Cc1ccc2nc(C3CCN(CC(=O)Nc4ccc5c(c4)OCCO5)CC3)[nH]c2c1
-0.7	-0.09	CCS(=O)(=O)CCSc1nc2ccccc2o1
7.2	-0.07	COc1ccc(CNc2nc3ccccc3n2C)c(OC)c1
-1.5	-0.02	COc1ccc(OC(=O)Cc2cccc3ccccc23)cc1
-1.2	-0.8	O=C(CN(CC(=O)N1CCOCC1)S(=O)(=O)c1ccc(Br)s1)N1CCOCC1
-1.5	2.1	CCc1ccccc1NC(=O)NCc1ccc2c(c1)OCO2
-2.1	-0.48	COCCNC(=S)N1CCc2cc(OC)c(OC)cc2C1c1cccs1 (stereo not drawn)
-1.4	-1.05	COCCn1c(-c2ccc(OC)cc2)nc2ccccc21
-1.8	-0.26	CC(=O)Nc1ccc(OCC(O)Cn2nc(C)nc2C)cc1 (stereo not drawn)
0.3	-0.65	COC(=O)c1sc2nc(SCC(=O)N(C)c3ccccc3)n(N)c(=O)c2c1C
-1.0	3.76	O=C(Nc1ccccc1F)Nc1ccccc1F
0.3	-5.15*	CN(CCCCCCN(C)Cc1ccccc1O)Cc1ccccc1O
-1.3	-1.62	COC(=O)c1cn(NC(=O)Cc2cccc(C(F)(F)F)c2)c(=O)c2ccccc12
-1.1	-0.01	CC(C)CNC(=S)NC1CC2CCCC(C1)N2Cc1ccco1 (stereo not drawn)
-0.5	-1.57	CCn1nc(C)c(CNC(=O)c2cc(COc3cncc(Cl)c3)on2)c1C
-0.4	·	N#Cc1cccc(S(=O)(=O)NCC(=O)NCc2ccc3c(c2)OCO3)c1
-0.5	0.16	CCOc1ccc(C2=Nn3c(nnc3-c3ccccc3)SC2)cc1Cl
-2.5	1.04	COc1ccc(-c2cc(C#N)nc(Cl)n2)cc1
-4.2	0.02	Cc1noc2ncnc(Oc3ccc(C(C)(C)C)cc3)c12
2.1	0.28	Cc1ccccc1N1CC(C(=O)Nc2ccc(S(=O)(=O)N3CCCCC3)cc2)CC1=O (stereo not drawn)
-1.3	1.01	Cn1c(CNC(=O)c2ccc3c(c2)OCO3)nnc1SCC(=O)Nc1ccc(F)cc1

# The last 6 records of the section above open the next one.
STK33 inh	Kir21 inh	Structure
-0.4	·	N#Cc1cccc(S(=O)(=O)NCC(=O)NCc2ccc3c(c2)OCO3)c1
-0.5	0.16	CCOc1ccc(C2=Nn3c(nnc3-c3ccccc3)SC2)cc1Cl
-2.5	1.04	COc1ccc(-c2cc(C#N)nc(Cl)n2)cc1
-4.2	0.02	Cc1noc2ncnc(Oc3ccc(C(C)(C)C)cc3)c12
2.1	0.28	Cc1ccccc1N1CC(C(=O)Nc2ccc(S(=O)(=O)N3CCCCC3)cc2)CC1=O (stereo not drawn)
-1.3	1.01	Cn1c(CNC(=O)c2ccc3c(c2)OCO3)nnc1SCC(=O)Nc1ccc(F)cc1
-2.5	0.1	Cn1c(C(=O)NCc2cccnc2)cc2sccc21
·	0.63	O=C(NC1CCCCC1)c1cc2nc(-c3ccco3)cc(C(F)(F)F)n2n1
-0.9	-0.67	O=C(N/N=C/c1ccc[nH]1)c1ccccc1OCc1ccc(F)cc1
-0.6	-1.16	Cc1ccc(SCC(=O)NC2CCS(=O)(=O)C2)cc1 (stereo not drawn)
0.1	-0.12	COc1ccc(-c2n[nH]c(C)c2-c2ccc(OC)c(OC)c2)c(O)c1
-1.0	-0.79	CCc1ccc(-c2ccc3nnc(SC)n3n2)cc1
-1.0	-0.09	O=C(Cc1c(F)cccc1Cl)Nc1cccc(S(=O)(=O)NC2=NCCCCC2)c1
-0.8	1.1	COC(=O)Cn1ncc(N2CC(C)OC(C)C2)c(Cl)c1=O (stereo not drawn)
-0.8	-0.52	O=C(NNC(=O)c1cc(C(F)(F)F)cc(C(F)(F)F)c1)c1ccc(Cl)cc1
-0.4	1.27	Cc1ccc2ccc3ccc(C)nc3c2n1
-0.4	-1.36	COc1ccc(C2=NN(C(=O)C(O)c3ccccc3)C(O)(C(F)(F)F)C2)cc1 (stereo not drawn)
0.8	1.26	O=c1[nH]c(N2CCOCC2)nc2ccccc12
0.1	-0.71	Cc1cc(C)n(CCNC(=O)c2ccc3c(c2)OCO3)n1
-1.2	-0.01	CCO[C@@H]1OC(C(=O)N2CCN(C)CC2)=C[C@H](c2csc3ccccc23)[C@H]1CCCO
4.0	0.38	Cc1occc1C(=O)Nc1ccc(OCc2ccccc2)cc1
1.0	2.15	O=C(O)COc1ccc(Nc2ccccc2)cc1
·	-2.09	COC(=O)c1[nH]c2ccc(C)cc2c1NC(=O)CN1CCC(C)CC1
-2.2	0.26	COc1ccc(C(C(=O)NC2CCCCC2)N(C(=O)c2sc(C)nc2C)c2ccc(C(C)=O)cc2)cc1 (stereo not drawn)
-0.7	-1.6	CCN(CC)C(=O)c1ccc(NS(=O)(=O)c2ccccc2)cc1
-0.8	2.13	O=C(Cc1ccc(Cl)cc1)NNC(=O)c1cnccn1
0.0	1.16	Cc1ccc(S(=O)(=O)N2CCC(=O)N(C(COCc3ccc(Cl)cc3Cl)Cc3ccccc3)CC2)cc1 (stereo not drawn)
-0.1	·	O=C(CN1C(=O)NC2(CCCCC2)C1=O)N1CCN(c2ncccn2)CC1
-1.9	-0.23	CCOc1ccc(-c2nnc(SCC(=O)N3CCOCC3)o2)cc1
-0.6	-0.5	Cc1ccc(NS(=O)(=O)c2c(C)[nH]c(=O)[nH]c2=O)cc1C
0.3	·	Nc1c(N(CCCO)C(=O)C2CCCC2)c(=O)[nH]c(=O)n1Cc1ccccc1
-1.1	1.31	CC(=O)N1CCC(C(=O)NCCOc2cccc(C)c2)CC1
-1.1	2.09	Cc1sc2nc(-c3ccc(Br)cc3)oc(=O)c2c1C
